BLM inh: Bloom syndrome helicase (human) inhibition; P54132; recombinant BLM DNA unwinding, fluorescence dequenching; Potency, µM (highest dose often 56.1 µM), inactives show top-dose activity change, negative = inhibition, actives largely listed as inhibitors; 0.2% of 350,000 active; AID 2528;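 also: potency is read from the fitted curve at half-maximal effect; plate controls were vehicle for no effect and no enzyme for full effect; nearly all actives have a fitted effect of over 35% in size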
Anesthetic bind: binds horse apoferritin like a general anesthetic. Potency, µM (top dose mostly 77.5 µM), inactives show top-dose activity change, negative = displacement, usual class: inhibitors. AID 485281. 0.074% of 350,000 active. apoferritin/1-aminoanthracene competitive binding, fluorescence. P02791; also: potency is read from the fitted curve at half-maximal effect; % is scaled to controls: 0 for no effect and ±100 for the full control effect; nearly all actives have a fitted effect of over 20% in size
Target sequence (P02791 2-175 limits assumed): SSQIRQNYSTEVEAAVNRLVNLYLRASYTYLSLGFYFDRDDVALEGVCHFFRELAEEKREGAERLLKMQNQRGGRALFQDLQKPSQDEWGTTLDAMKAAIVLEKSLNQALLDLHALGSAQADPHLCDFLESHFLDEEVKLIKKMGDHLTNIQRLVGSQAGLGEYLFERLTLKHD
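10 uM apoferritin + 50% sat. 1-AMA, PBS; cpd 10 min RT; Ex380/Em535 endpoint; normalized to free probe vs complex; 4-param Hill fit; propofol titration as pos. ctrl.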
ERG Ets-DNA blk: blocks human ERG Ets domain binding to DNA. P11308. fluorescence polarization, His-ERG Ets domain / labelled DNA. Potency, µM (highest dose often 76.9 µM), inactives show at the highest dose FP activity, negative = inhibition, actives largely listed as inhibitors. 0.028% of 370,000 active. AID 624246; active = well fitted inhibition curve with a large enough effect in the polarisation, with a control signal flat; inconclusive = small, poorly fitted or top-dose-only effect, or effect the other way, or a change in a side signal; inactive = no such curve, though single readings can be large or run the other way; the % refers to the polarisation;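 also: polarization taken with two DNA probes labelled with fluorescein and Texas red; potency is read from the fitted curve at half-maximal effect; % of control where 0% means no effect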
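His-tagged ERG Ets domain (1 uM in the protein solution; 300mM KCl, 50mM Tris-HCl, 1mM EDTA, 1mM DTT, pH 7.5) received compound, then a probe mix of 5 nM fluorescein-DNA and 100nM Texas-615-DNA. Fluorescence polarization was read for both dyes.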
Pol iota inh: blocks human DNA polymerase iota activity. Potency, µM (highest dose often 115 µM), inactives show top-dose activity, negative = inhibition, actives largely listed as inhibitors. Pol iota fluorescent replication assay, 10 min. AID 588590. 1% of 390,000 active. Q9UNA4; also: potency is read from the fitted curve at half-maximal effect
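Fluorescent replication assay read twice, at 0 min and 10 min after adding 50 nM (final) substrate. Enzyme (10 nM) and compounds were first incubated 15 min at room temperature; enzyme-free buffer wells were negative controls.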
12-LOX inh: inhibitors of human 12S-lipoxygenase ALOX12; P18054; purified 12hLO, xylenol orange hydroperoxide absorbance; Potency, µM (top dose mostly 108 µM), inactives show top-dose activity change, negative = inhibition, usual class: inhibitors; 1.1% of 580,000 active; also: potency is read from the fitted curve at half-maximal effect; % is scaled to controls: 0 for no effect and ±100 for the full control effect
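Purified human 12hLO (150 nM final) in 25 mM Hepes, 0.01% Triton X-100, pH 7.0 was preincubated 15 min at room temperature with compound. Then 40 uM arachidonic acid was added, 30 min. Hydroperoxide was read by Fe-XO absorbance ratio 573/405 nm.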
TRHR agonist: activates the human TRH receptor. P34981. TRHR cells, calcium flux fluo-8, FDSS agonist mode. activation, % at 2 µM. 0.18% of 360,000 active. AID 493084; in the data active = activation above about 30%; also: 0% is about no effect
Target sequence (P34981 whole entry, looked up): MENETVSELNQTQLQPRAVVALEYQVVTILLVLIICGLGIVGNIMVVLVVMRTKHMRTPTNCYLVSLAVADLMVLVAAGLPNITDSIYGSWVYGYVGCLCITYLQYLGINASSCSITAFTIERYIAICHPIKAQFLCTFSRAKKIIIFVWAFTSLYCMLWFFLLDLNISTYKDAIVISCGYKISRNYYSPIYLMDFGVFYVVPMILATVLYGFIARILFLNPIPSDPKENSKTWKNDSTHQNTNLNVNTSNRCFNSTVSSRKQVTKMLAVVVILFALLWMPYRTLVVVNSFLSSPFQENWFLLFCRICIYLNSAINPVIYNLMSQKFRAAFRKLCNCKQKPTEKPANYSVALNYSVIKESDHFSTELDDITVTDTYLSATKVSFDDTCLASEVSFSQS
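Read-out: compound-evoked intracellular calcium rise in TRHR cells, fluo-8 dye, kinetic FDSS fluorescence at 1 s/cycle following a 10-cycle baseline. Cells cultured overnight before dye loading (30 min–1.5 h, RT).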
POLK inh: DNA polymerase kappa (human) inhibition. Q9UBT6. 0.53% of 400,000 active. purified Pol kappa, fluorescent DNA synthesis assay, 10 min. Potency, µM (doses to about 107 µM), inactives show top-dose activity, negative = inhibition, hits mostly inhibitors; also: potency is read from the fitted curve at half-maximal effect; % is scaled to controls: 0 for no effect and ±100 for the full control effect
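10 nM Pol kappa preincubated 15 min at room temperature with compounds, then reaction started with substrate at 50 nM final. Fluorescence read kinetically at 0 and 10 min; buffer-only wells served as negative control.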
POLB inh: inhibitors of human DNA polymerase beta | Pol beta primer extension/strand displacement, fluorescence kinetic | Potency, µM (series often up to 114 µM), for inactives: at the top dose activity change, negative = inhibition, actives largely listed as inhibitors | 1.3% of 340,000 active | AID 485314; also: potency is read from the fitted curve at half-maximal effect; % is scaled to controls: 0 for no effect and ±100 for the full control effect
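Pol beta (10 nM) and compounds were preincubated 15 min at room temperature, then 50 nM substrate (final) started primer extension/strand displacement. Reads were taken at 0 and 10 min; concentration-response data were fitted to a four-parameter Hill equation.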
APEX1 inh: inhibitors of human APE1 endonuclease; P27695; recombinant APE1, TAMRA/BHQ-2 abasic DNA cleavage fluorescence; Potency, µM (titrated, usually from 65.8 µM), for the others: at the top dose activity change, negative = inhibition, hits mostly inhibitors; 0.35% of 350,000 active; AID 2517;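 also: potency is read from the fitted curve at half-maximal effect; plate controls were vehicle for no effect and reference inhibitor for full effect; nearly all actives have a fitted effect of over 55% in size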
Target sequence (P27695 whole entry, looked up): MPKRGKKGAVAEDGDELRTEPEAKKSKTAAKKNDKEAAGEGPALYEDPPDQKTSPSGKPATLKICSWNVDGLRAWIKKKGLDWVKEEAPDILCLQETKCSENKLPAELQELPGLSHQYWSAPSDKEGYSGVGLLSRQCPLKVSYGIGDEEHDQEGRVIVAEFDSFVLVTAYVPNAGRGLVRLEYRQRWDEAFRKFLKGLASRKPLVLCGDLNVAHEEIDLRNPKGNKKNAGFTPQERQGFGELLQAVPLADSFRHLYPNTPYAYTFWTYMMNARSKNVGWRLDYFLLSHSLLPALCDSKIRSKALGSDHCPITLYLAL
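APE1 at 0.75 nM final was preincubated with compound 15 min at room temperature, then 50 nM double-stranded THF abasic-site substrate (5'-TAMRA/3'-BHQ-2) was added. Fluorescence (ex 525/em 598 nm) was read kinetically; third-minus-first read gave activity.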
Active calls of the source: *; ? = inconclusive; . = not tested or not shown; & = joins results of further samples; [ ] = another dose, or the depositor's remark. Unless noted, calls follow the shape of the dose curve; as a rule, active = well fitted curve in the direction sought with a large enough effect; inconclusive = small, poorly fitted or top-dose-only effect, or another doubt; inactive = no such curve, though single readings can be large; an effect the other way counts as inactive or inconclusive.

SMILES	BLM inh	Anesthetic bind	ERG Ets-DNA blk	Pol iota inh	12-LOX inh	TRHR agonist	POLK inh	POLB inh	APEX1 inh
CCC(CC)C(=O)Nc1cccc(C(=O)N2CCOCC2)c1	2%	27%	-6%	25%	3%	0.1	7%	3%	-10%
COC(=O)c1cc(=O)nc2scc(C)n12	-4%	3%	-3%	42%[activator]	16%	-0.3	10%	1%	1%
CCOC(=O)C1Cc2cc3c(cc2C1=O)CC(C(=O)OCC)C3=O (stereo not drawn)	-10%	-8%	.	.	.	-1.2	.	1%	-5%
COc1ccc2oc(N)c(C=O)c(=O)c2c1	4%	-5%	-7%	-11%	4%	0.2	-15%	3%	3%
COc1ccc(CN2CCC(n3nccc3NC(=O)C3CCCC3)CC2)c(OC)c1	5%	-9%	2%	0%	8%	0.7	-13%	15%	1%
C=CCN1C(=O)C(Cc2ccc(OC)cc2)SC1=Nc1ccc(C(=O)O)cc1 (stereo not drawn)	-2%	5%	0%	18%	8%	-0.7	-2%	2%	-1%
COc1ccc(NC(=O)c2ccco2)cc1NC(=O)c1cc(Cl)ccc1OC	-26%	-6%	1%	-17%	?	-0.2	-1%	?	.
CCCCNCc1cc(Br)c(OCC(=O)NCc2ccccc2)c(OC)c1	4%	-12%	8%	69%[activator]	-1%	0.8	-10%	2%	2%
O=C(NCc1ccc2c(c1)OCO2)C(=S)N1CCOCC1	-2%	-7%	-2%	39%[activator]	-12%	-0.3	-12%	-1%	-3%
CCOC(=O)N1CCC(NC(=O)C2CCN(S(=O)(=O)c3c(C)noc3C)CC2)CC1	1%	2%	-18%	4%	32%[activator]	0.3	-20%	9%	5%
COc1ccc(OC)c(NC(=O)[C@@H]2CCCN2C(=O)c2cccs2)c1	-13%	-2%	-10%	134%[activator]	.	-0.3	-5%	0%	8%
Cc1cc(C)c2c(=O)[nH]c(SCC(=O)c3ccc(C(C)C)cc3)nc2n1	2%	-21%	-18%	5%	-15%	-0.8	0%	?	1%
CCOC(=O)c1c(NC(=O)c2noc(C)c2[N+](=O)[O-])sc(C(C)=O)c1C	-3%	-16%	-2%	49%[activator]	-28%	0.5	-10%	-9%	0%
Cc1ccc(S(=O)(=O)CCC(=O)Nc2sccc2C#N)cc1	.	.	1%	22%	-27%	-0.2	-3%	.	51%
CCOc1ccc(CNC(=O)C(C)n2nc(C)c3c(C)n(-c4ccccc4)nc3c2=O)cc1 (stereo not drawn)	-3%	-6%	-4%	23%	-3%	-0.5	0%	24%	16%
COc1ccccc1N(C)S(=O)(=O)c1ccc(C(=O)OC(C)C(=O)NCc2ccc3c(c2)OCO3)cc1 (stereo not drawn)	-4%	-17%	19%	-2%	-28%	0.7	-4%	12%	-8%
Cc1ccc(S(=O)(=O)N2CCOCC2)c(C)c1-n1cnnn1	0%	-3%	.	36%	10%	0.2	-11%	3%	2%
COCCNc1oc(-c2ccccc2)nc1S(=O)(=O)c1ccc(Br)cc1	-5%	-5%	4%	19%	?	0.4	-1%[60.1 µM]	19%	.
COCCCNC(=O)C1CCN(c2nn3cc(-c4ccc(F)cc4)nc3s2)CC1	0%	2%	-1%	-5%	-19%	0.2	-5%	-3%	.
Cc1[nH]c2ccc(C(=O)OC(C)C(=O)NCc3ccccc3)cc2c1C (stereo not drawn)	.	.	-7%	42%[activator]	?	-0.3	-14%	.	-7%

Continued (3 carried over from the part before).
SMILES	BLM inh	Anesthetic bind	ERG Ets-DNA blk	Pol iota inh	12-LOX inh	TRHR agonist	POLK inh	POLB inh	APEX1 inh
COCCNc1oc(-c2ccccc2)nc1S(=O)(=O)c1ccc(Br)cc1	-5%	-5%	4%	19%	?	0.4	-1%[60.1 µM]	19%	.
COCCCNC(=O)C1CCN(c2nn3cc(-c4ccc(F)cc4)nc3s2)CC1	0%	2%	-1%	-5%	-19%	0.2	-5%	-3%	.
Cc1[nH]c2ccc(C(=O)OC(C)C(=O)NCc3ccccc3)cc2c1C (stereo not drawn)	.	.	-7%	42%[activator]	?	-0.3	-14%	.	-7%
Cc1ccc(N(C)C(=O)CN2C(=O)CCc3cc(S(=O)(=O)N4CCOCC4)ccc32)cc1	-1%	34%[activator]	4%	16%	-3%	0.2	-13%[60.1 µM]	-15%	.
Nc1nc(CSC(=S)N2CCOCC2)nc(Nc2ccc(F)cc2)n1	-1%	-1%	8%	-5%	-15%	-0.2	-7%	12%	8%
O=C(Nc1ccc(Cl)c(Cl)c1)C1C2C=CC3(O2)C1C(=O)N(CCN1CCCCC1)C3C(=O)NC1CCCCC1 (stereo not drawn)	-1%	-6%	3%	-2%	2%	-0.3	-3%	96%	26%
CC1CCCCN1C(=O)CSc1nc2ccccc2nc1Cc1ccc(Cl)cc1 (stereo not drawn)	-6%	0%	6%	4%	-14%	0.5	-15%[60.1 µM]	-17%	.
CC(=O)NC(Cc1c[nH]c2ccccc12)C(=O)N1CCN(S(=O)(=O)c2ccccc2)CC1 (stereo not drawn)	.	.	4%[15.4 µM]	27%	11%	0.9	0%	.	-2%
CC(C)C[C@H]1CN=C(N(C)C)N1CCCCc1ccccc1	.	.	6%	16%	-3%	0.3	7%	.	21%
CC1CN=C(N(C(=O)Nc2ccccc2)c2ccc(S(=O)(=O)N3CCOCC3)cc2)S1 (stereo not drawn)	2%	-3%	-2%	20%	11%	2.2	3%	1%	11%
O=C(COC(=O)c1cn(-c2ccccc2)nc1-c1cccnc1)NC1CC1	-4%	-7%	-4%	35%[activator]	-5%	-0.2	-2%	34%	-2%
Cc1ccc(CN(Cc2ccco2)C(=O)COc2ccc(C)c(C)c2)cc1	-8%	35%[activator]	5%	19%	?	1.4	-7%	-25%	.
O=c1oc2ccccc2n1CCc1ccccc1	-3%	-3%	0%	6%	-24%	-1.1	-3%	-1%	-2%
Cc1ccc(Nc2ncnc3sc(C)c(C)c23)cc1	-1%	-10%	-6%	6%	3%	-0.1	0%	6%	-8%
CCOC(=O)N1CCN(CCC(=O)c2ccc(Cl)cc2)CC1	5%	13%	1%	0%	?	-0.4	-13%	-5%	-5%
CN(C(=O)CN1C(=O)/C(=C/c2ccc(Cl)cc2)SC1=S)C1CCS(=O)(=O)C1 (stereo not drawn)	0%	-12%	13%	-7%	0%	0.9	8%	15%	30%
COc1ccc(N2CCN(c3c4c(nc5nncn35)CCC4)CC2)cc1	0%	-6%	3%	39%[activator]	-20%	0.0	-1%	13%	.
CN(C)S(=O)(=O)c1ccc2nnn(OCC(=O)NC3CCS(=O)(=O)C3)c2c1 (stereo not drawn)	.	.	-3%	21%	4%	0.2	0%	.	14%
CNS(=O)(=O)c1cc(-c2nnc(Nc3ccc(CC(N)=O)cc3)c3ccccc23)ccc1C	0%	-11%	-1%	37%[activator]	?	0.1	-11%	-14%	28%
COc1ccc(NC(C)C(=O)N2CCN(Cc3ccccc3)CC2)cc1 (stereo not drawn)	-2%	-6%	-4%	5%	-2%	1.2	4%	-4%	7%
OCCNc1nc(N2CCN(Cc3ccccc3)CC2)nc2ccccc12	-9%	-17%	0%	3%	0%	0.3	-16%	2%	-5%
COc1cccc(C(=O)Nc2cc(OC)ccc2NC(=O)c2ccco2)c1	0%	-18%	-9%	1%	6%	0.7	-6%	3%	3%
CCc1ccc(N2CC34C=CC(O3)C(C(=O)OC(C)C)C4C2=O)cc1 (stereo not drawn)	4%	3%	0%	61%[activator]	462%[activator]	-1.1	-15%	-1%	-5%
COc1ccc(CC(=O)NCc2ccc3c(c2)CCN3C(C)=O)cc1OC	2%	-8%	-2%	21%	-20%	-0.4	-8%[60.1 µM]	2%	.
CC(C)Oc1cccc(C(=O)C2CCCN(Cc3cnc(N4CCCC4)s3)C2)c1 (stereo not drawn)	-4%	-24%	-1%	7%	-1%	0.0	-7%	-1%	13%
CCN(CC)c1ccc(C(=O)NNC(=O)c2ccc3c(=O)n4c(nc3c2)CCC4)cc1	.	.	3%	?	5%	2.5	-32%	.	16%
CCNc1nc(Nc2ccc(C)c(Cl)c2)c2cnn(C)c2n1	-6%	-10%	-13%	23%	-7%	-0.8	-3%	-15%	-17%
Cc1ccc(C(=O)Nc2cccnc2)cc1S(=O)(=O)N1CCCCC1	-1%	-7%	-4%	82%[activator]	3%	0.3	-12%	-22%	-3%
O=C(CCC(=O)NNC(=O)COc1ccc(Br)cc1Br)NCc1ccccc1	0%	-8%	-2%	75%[activator]	-8%	1.2	-8%	33%	-2%
NS(=O)(=O)c1ccc(CNC(=O)/C=C/c2ccc(Cl)c(Cl)c2)cc1	3%	9%	.	14%	-27%	-0.2	5%	11%	17%
CCOC(=O)C[C@H]1c2ccccc2S(=O)(=O)N1c1cccc(OC)c1	.	.	2%	-23%&-14%	-11%	.	-6%&14%	.	.
O=C(NCC(c1ccco1)S(=O)(=O)c1ccc(Cl)cc1)c1ccc(C(F)(F)F)cc1 (stereo not drawn)	-11%	-3%	-3%	5%	0%	0.6	-18%[60.1 µM]	5%	.
CC(OC(=O)c1ccccc1)C(=O)NCc1ccco1 (stereo not drawn)	.	.	7%	-8%	0%	.	-23%	.	6%
CCOC(=O)c1ccc2c(c1)NC(=O)C(N1CCN(c3ccc(OC)cc3)CC1)S2 (stereo not drawn)	1%	0%	2%	2%	-2%	1.2	0%	29%	-2%
CN(C)C(=O)CN1C(=O)NC(c2ccccc2)(c2ccccc2)C1=O	0%	-2%	-4%	18%	-1%	1.2	3%	50%	-3%
Cc1ccc(CNC(=O)c2ccc(CSCc3ccc(Cl)cc3)o2)cc1	-8%	45%[activator]	-1%	17%	?	1.5	-1%[60.1 µM]	-17%	.

Not all compounds are listed. The share of hits here may be higher or lower than overall.
